M. tuberculosis GlmU: inhibition of mycobacterial GlmU enzyme – biochemical, glucosamine-1-phosphate acetyltransferase (AID 1376) | Bifunctional protein GlmU (Mycobacterium tuberculosis (strain ATCC 25618 / H37Rv)) | M. tuberculosis GlmU acetyltransferase enzyme assay; higher % means a stronger effect | one-dose inhibition, %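 (tested at 30 µM in the primary screen)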; IC50 in µM for titrated hits | hit rate 0.25% among 220,000; in the data active = inhibition above about 13%;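 also: 0% = complete reaction with vehicle and 100% = reaction without substrate; strong numbers were not always called active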
Mtb RmlCD inh: M. tuberculosis RmlC/RmlD coupled enzyme inhibitors, primary screen, biochemical, compound mixtures, 384-well, from 1536-well plates | RmlC+RmlD coupled enzyme assay, percent inhibition; primary screen in compound mixtures | inhibition, % at 3.6 µM | hit rate 0.03% among 160,000 | AID 1533, 2009; in the data active = inhibition mostly above about 34%, no sharp cut-off; also: some results filed as inactive read as strong as hits
Target sequence (P9WH09 whole entry, looked up): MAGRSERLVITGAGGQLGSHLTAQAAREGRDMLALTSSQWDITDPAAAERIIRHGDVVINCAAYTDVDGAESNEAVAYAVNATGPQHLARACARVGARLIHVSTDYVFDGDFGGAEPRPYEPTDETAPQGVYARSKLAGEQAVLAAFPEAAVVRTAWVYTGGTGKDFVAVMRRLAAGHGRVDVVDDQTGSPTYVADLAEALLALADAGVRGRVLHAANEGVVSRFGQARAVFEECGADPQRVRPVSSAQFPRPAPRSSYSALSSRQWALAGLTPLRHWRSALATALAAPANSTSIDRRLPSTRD
Target sequence (P9WH11 whole entry, looked up): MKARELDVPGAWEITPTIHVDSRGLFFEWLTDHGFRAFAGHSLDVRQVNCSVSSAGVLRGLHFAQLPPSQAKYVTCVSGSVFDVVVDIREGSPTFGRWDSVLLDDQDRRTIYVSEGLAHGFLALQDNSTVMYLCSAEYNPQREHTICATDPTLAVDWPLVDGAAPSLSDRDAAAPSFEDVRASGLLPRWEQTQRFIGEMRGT
* hit, by the source's call; · = no result given. Some of the compounds tested; rates above refer to the full screens.

SMILES	M. tuberculosis GlmU	Mtb RmlCD inh
COc1ccc(-n2c(N)c(C#N)c3ccc([N+](=O)[O-])cc3c2=O)cc1	0.4%	-9.4
CCC(=O)N1CCc2cc(Br)cc(S(=O)(=O)CC(=O)OC)c21	1.9%	·
Cc1ccc(S(=O)(=O)Nc2cccc(Cl)c2)cc1NC(=O)c1cccnc1	-2.0%	9.5
Cc1ccc(CNC(=O)C2CC(c3cccc(F)c3)=NO2)cc1 (stereo unspecified)	0.1%	6.7
CCOc1ccc(OCC)c(NC(=O)C2CCN(c3ncccn3)CC2)c1	-4.2%	·
CC(=O)NCCn1c(C)cc2ccccc21	0.2%	10.5
O=C(CN1C(=O)c2cccc3cccc1c23)Nc1ccc2c(c1)OCO2	-0.8%	36.3
CCN(Cc1ccccc1)C(=O)C1CCN(Cc2ccc(OC)c(OC)c2OC)CC1	6.5%	·
C=COCCNC(=O)C(=O)NCC(C)C	-2.5%	·
Clc1ccc(OCc2nnnn2-c2ccccc2)cc1	-0.8%	3.9
COc1ccc2c(c1OC)CN(C)CCc1cc3c(cc1C(=O)C2)OCO3	6.1%	-3.4
CCCCn1c(SCc2nc3ccccc3s2)nc2cc(S(N)(=O)=O)ccc21	-0.2%	12.7
CCOC(=O)N1CCN(c2cc(=O)n(C3CCCCC3)c(=O)[nH]2)CC1	1.4%	-2.5
CCCCCCC(C)n1[nH]c(=O)cc1N (stereo unspecified)	0.5%	-4.4
CCOC(=O)C1=C(N)OC2=C(C(=O)CC(C)(C)C2)C1c1cc(CSc2nnnn2C)cs1 (stereo unspecified)	-5.2%	·
CCCCN(CCCC)CC(O)COc1ccccc1Br (stereo unspecified)	-5.4%	-6.0
CC(C)(C)NC(=O)[C@H]1CC[C@H]2[C@@H]3CC[C@H]4NC(=O)C=C[C@]4(C)[C@H]3CC[C@]12C	-3.3%	-2.5
COc1ccc(N(Cc2ccccc2)C(=O)CSc2nnc(Cn3nnc4ccccc43)o2)cc1	-5.9%	·
CC(=O)Nc1ccc(-c2nnc(SCc3c(C)cc(C)cc3C)n2C)cc1	-1.0%	14.1
Cc1cccc(N=C2NC(=O)/C(=C\c3cccs3)S2)c1	-4.7%	9.0
COc1ccc(C(CC(=O)O)NC(=O)Nc2ccccc2)cc1OC (stereo unspecified)	0.8%	-6.8
COC(=O)C1=C(C)NC(C)=C(C(=O)OC)C1c1ccc(-c2cccc(Cl)c2Cl)o1	-5.2%	3.8
CCOC(=O)COc1ccc2c(=O)cc(-c3ccccc3)oc2c1	-2.8%	3.4
Cc1[nH]c2ccc(F)cc2c1CCN(Cc1cccnc1)C(=S)Nc1ccc(F)cc1	-1.9%	5.1
COCCNC(=O)C(c1cccnc1)N(Cc1ccccc1)C(=O)Cn1nnc2ccccc21 (stereo unspecified)	-7.8%	0.0
Cc1ccc(-c2noc(CN(C(=O)C(c3ccccc3)c3ccccc3)C(C)C)n2)cc1	2.0%	·
COc1ccc(NC(=O)Cn2cnc3ccccc3c2=O)cc1OC	-2.3%	5.2
Cc1ccc2oc(-c3ccco3)cc(=O)c2c1	1.9%	-17.2
COc1ccc(S(=O)(=O)N(C)CC(=O)N2CCN(c3ccc(F)cc3)CC2)cc1OC	-0.4%	7.5
CCOC(=O)c1ccc2nc(C)c3c(c2c1)OC(C)C3 (stereo unspecified)	0.7%	·
Cc1ncc([N+](=O)[O-])n1Cc1ccc(F)cc1	0.2%	5.0
CCOC(=O)c1ccccc1N/C=C1\CCCC1=O	1.3%	-4.2
Cc1c(Cl)cccc1Nc1nc(N)nc(CSc2ncccn2)n1	4.8%	4.3
Cc1cc(C)n(CC(C)C(=O)O)n1 (stereo unspecified)	0.9%	-5.1
Cc1ccc(O)c(NC(=S)NC(=O)CC(C)C)c1	5.5%	-9.6
Cc1ccc(/C=C/C(=O)NC2CCCCCCC2)o1	-1.9%	·

Structures from the list above with an aryl thioether with sulfur outside any ring (five):
SMILES	M. tuberculosis GlmU	Mtb RmlCD inh
CCCCn1c(SCc2nc3ccccc3s2)nc2cc(S(N)(=O)=O)ccc21	-0.2%	12.7
CCOC(=O)C1=C(N)OC2=C(C(=O)CC(C)(C)C2)C1c1cc(CSc2nnnn2C)cs1 (stereo unspecified)	-5.2%	·
COc1ccc(N(Cc2ccccc2)C(=O)CSc2nnc(Cn3nnc4ccccc43)o2)cc1	-5.9%	·
CC(=O)Nc1ccc(-c2nnc(SCc3c(C)cc(C)cc3C)n2C)cc1	-1.0%	14.1
Cc1c(Cl)cccc1Nc1nc(N)nc(CSc2ncccn2)n1	4.8%	4.3

Remaining list, next part:
SMILES	M. tuberculosis GlmU	Mtb RmlCD inh
Cc1ccc2nc(N(CCCN(C)C)C(=O)c3cc4ccccc4oc3=O)sc2c1	0.4%	5.8
COc1cc(OC)c2c(-c3ccccc3)cc(=O)oc2c1C(CC(=O)N1CCCC1)c1ccc2c(c1)OCO2 (stereo unspecified)	-1.0%	·
O=C(OCC(=O)c1ccc[nH]1)c1ccc(S(=O)(=O)N2CCCCCC2)cc1	-7.0%	-7.5
O=C(/C=C/c1c(Cl)nc2ccccn12)Nc1ccc(F)cc1	6.4%	1.8
COC(=O)c1cc(NC(=O)c2ccc(F)cc2)cc(C(=O)OC)c1	1.6%	-4.6
NS(=O)(=O)c1ccc(NC(=O)COC(=O)C2(c3ccccc3F)CCCC2)cc1	1.6%	18.6
O=C(NC1CCCCC1)c1ccc(S(=O)(=O)N2CCCCC2)cc1	-4.8%	-1.8
COC(=O)c1c(NS(=O)(=O)Cc2ccccc2)sc2c1CCCC2	-3.9%	·
CCN(c1ccccc1)c1nc(=O)c2cccnc2s1	-4.2%	0.4
CC(C)(C)c1ccc(OCC(=O)Nc2ccc3c4c(cccc24)C(=O)NC3=O)cc1	1.2%	-3.7
Cc1cccc(OCCCc2c(C)n[nH]c2C)c1	7.0%	·
CC(C)CC(=O)NS(=O)(=O)c1ccc(NC(=O)c2ccco2)cc1	-7.5%	0.1

The final two records of the section before come first, to join the parts:
SMILES	M. tuberculosis GlmU	Mtb RmlCD inh
Cc1cccc(OCCCc2c(C)n[nH]c2C)c1	7.0%	·
CC(C)CC(=O)NS(=O)(=O)c1ccc(NC(=O)c2ccco2)cc1	-7.5%	0.1
Clc1ccccc1-c1ccc(/C=N/Nc2nncc(-c3ccccc3)n2)o1	2.8%	4.4
COc1ccccc1C(=O)N1CCC(N2CCN(c3ccccc3OC)CC2)CC1	1.5%	-10.2
FC(F)Oc1ccccc1/C=N/n1cnc2ccccc21	1.6%	-14.0
Cn1nccc1C(=O)Nc1ccccc1C(=O)O	2.7%	-8.6
CCOC(=O)CSc1nnc(CNC(=O)c2ccccc2OC)n1-c1ccc(OC)cc1	·	-4.1
O=C(NC1CC1)C1=C[C@H](c2coc3ccccc3c2=O)C[C@H](OCc2ccc(CO)cc2)O1	-4.2%	·
CS(=O)(=O)N(CCc1ccccc1)CC(=O)NCc1ccccc1Cl	6.2%	87.6
C=C(C)COc1ccc(-c2[nH]ncc2Oc2ccc(OC)cc2)c(O)c1	-3.9%	·
CCOCCCNCc1ccc(OCCC(C)C)c(OC)c1	-4.4%	·
NCC/C=C1/c2ccccc2CSc2ccccc21	-9.2%	4.9
Cc1cc(/C=C(\C#N)C(=O)NCc2ccco2)c(C)n1C1CCCC1	4.3%	11.4
Cc1ccc2nc3c(c(C(=O)OCC(=O)N(C)C4CCS(=O)(=O)C4)c2c1)CCCC3 (stereo unspecified)	3.5%	14.7
Nc1nc(N)c(N=Nc2ccc(SCC(=O)O)cc2)c(=O)[nH]1	3.5%	·
CCN(Cc1ccncc1)C(=S)Nc1ccc(Cl)cc1	-6.8%	-3.5
CCN(CC)S(=O)(=O)c1ccc(S(=O)(=O)Nc2ccc3c(c2)oc2ccccc23)cc1	-1.7%	·
COC(=O)c1ccccc1NC(=O)C(C)NS(=O)(=O)c1ccc(OC)cc1 (stereo unspecified)	-2.9%	12.1
Cc1ccc(S(=O)(=O)NCCCOC(=O)Nc2ccncc2)cc1	3.4%	-0.3
CC1(C)CC2(CCO1)C(Nc1ccccc1)=NC(=S)N2c1ccccc1 (stereo unspecified)	-2.0%	5.7
NC(=O)CSc1nnnn1-c1ccc2c(c1)OCCO2	-1.6%	·
COC(=O)N(NC(=O)C(O)(CCC(C)C)CCC(C)C)c1ccccc1	-2.5%	·
N#Cc1c(/N=C/c2c(O)n(Cc3ccco3)c(=O)[nH]c2=O)sc2c1CCCC2	3.2%	-4.3
CC1(C)Cc2c(C#N)c(NCCCO)nc(-c3ccccc3)c2CO1	-4.5%	-8.9
Cc1nnc(-c2cnn(-c3ccccc3)c2N)n1Cc1ccccc1	6.4%	-6.1
Cn1c(C(N)=O)cnc1Sc1ncc(C(F)(F)F)cc1Cl	-0.4%	-7.3
COC(=O)COc1ccc(-c2ccccc2)cc1C=O	·	-3.6
CN(C)CC(O)CN1C(=O)NC(C)(C)C1=O (stereo unspecified)	1.6%	9.1
COc1ccc(N2CCN(CC(O)COCc3ccccc3)CC2)cc1 (stereo unspecified)	1.6%	7.7
COCC(=O)Nc1cc(Cl)c(OC)cc1OC	-3.4%	·
COc1ccc(-n2nc(C(=O)NCC(=O)NCc3ccco3)c3ccccc3c2=O)cc1	0.1%	·
O=C(c1cccs1)N1CCc2c([nH]c3ccccc23)C1c1ccc(Cl)cc1 (stereo unspecified)	3.8%	9.9
O=C(c1ccncc1)c1ccc(NC(=O)c2cccs2)cc1	-0.2%	14.7
Cc1cccc(N2C(=O)NC(=O)/C(=C\c3cnn(-c4ccccc4)c3)C2=O)c1	-5.7%	7.8
CC1(C(=O)O)Sc2[nH]c(=O)sc2C2c3ccccc3OC(=O)C21 (stereo unspecified)	0.0%	1.7
CC1Cc2ccccc2N1c1ncnc2c1nnn2Cc1ccccc1 (stereo unspecified)	-5.2%	-1.8
O=C(COc1ccccc1Cl)NCCCN1CCOCC1	4.3%	·
CCn1c(C)[n+](CCCS(=O)(=O)[O-])c2cc(Cl)c(Cl)cc21	2.5%	·
C=CCn1c(CSc2nnc(-c3ccccc3)n2C)n[nH]c1=S	2.9%	8.6
Cc1occc1C(=O)NC1CCCCCC1	0.1%	9.3
O=C(COC(=O)CN1C(=O)C2CCCCC2C1=O)Nc1ccc(S(=O)(=O)N2CCOCC2)cc1 (stereo unspecified)	2.4%	-11.1
CCOC(=O)C1NC(=O)CC1c1ccccc1 (stereo unspecified)	-1.8%	6.1
CN1CCN(CCCNC(=O)c2ccc(/C=C3\Sc4ccccc4N(Cc4ccc(F)cc4)C3=O)cc2)CC1	-16.9%	18.8
COc1ccc(CN2CCN(C3CCOCC3)CC2CCO)c(C)c1C (stereo unspecified)	-4.8%	-0.3
CCCCOC(=O)CCn1c(=S)oc2ccccc21	-1.7%	·
O=C(Nc1nc(-c2ccc(S(=O)(=O)N3CCCCCC3)cc2)cs1)c1cccs1	-4.5%	5.9
O=C(CN1CCN(c2ccccn2)CC1)NC1CCCCC1	0.4%	4.5
O=C(Nc1ccccc1)NN1CC(=O)N(c2ccc(Cl)cc2)CC1=O	-3.7%	-7.3
CCC(=O)N(C)CCc1cc2c(c(OC)c1/C=N/NC(=O)c1ccc(Br)cc1)OCO2	2.4%	·
CC1(C(=O)Nc2cccc3ccccc23)CC1(Br)Br (stereo unspecified)	-0.3%	26.1
COC(=O)CSc1ccc(S(=O)(=O)N2CCC(C)CC2)cc1[N+](=O)[O-]	0.0%	·
COc1cc(/C=C2\C(=O)N(c3ccc(S(N)(=O)=O)cc3)N=C2C)ccc1OC(=O)c1ccco1	-4.7%	6.8
Cc1ccc(-c2c(C(=O)N(C)Cc3ccccc3)oc(=O)c3ccccc23)cc1	-0.8%	60.9
O=C1c2cccc3cccc(c23)C(=O)N1CCN1CCN(C(=S)Nc2ccc(F)cc2)CC1	4.0%	-29.5
Cc1sc2ncn(CC(=O)NCc3ccco3)c(=O)c2c1-c1ccc(F)cc1	0.7%	-19.7
CCCCCCN(C(=O)CCCCCN1C(=O)NC(c2ccc([N+](=O)[O-])cc2)C(C(=O)OCc2ccccc2)=C1C)C(C(=O)NCCCC)c1ccc(OCC(=O)OC)c(C(=O)OC)c1 (stereo unspecified)	8.0%	3.7
COC(=O)c1[nH]c2ccc(F)cc2c1NC(=O)CCN1CCN(C(=O)c2ccco2)CC1	-3.4%	·
O=C(NNC(=S)NC1CCCCC1)c1cccc(S(=O)(=O)Nc2ccccc2Cl)c1	0.2%	11.9
C=CCn1c(N)cc(=O)nc1SCC(=O)N1CCN(c2ccc(F)cc2)CC1	0.1%	-59.7
CN(C)CCOCCOc1ccccc1-c1ccccc1	-0.4%	44.1
CN=C1SC(CC(=O)Nc2sc3c(c2C#N)CCCC3)C(=O)N1C (stereo unspecified)	4.7%	0.9
Cc1ccc2cc(-c3noc(C4CCCO4)n3)c(=O)[nH]c2c1 (stereo unspecified)	-4.1%	·

Reprinted at random: 2 records from the list
SMILES	M. tuberculosis GlmU	Mtb RmlCD inh
CN(C)CCOCCOc1ccccc1-c1ccccc1	-0.4%	44.1
O=C1c2cccc3cccc(c23)C(=O)N1CCN1CCN(C(=S)Nc2ccc(F)cc2)CC1	4.0%	-29.5

Further entries
SMILES	M. tuberculosis GlmU	Mtb RmlCD inh
CCN1C(=O)C(Cc2nc3ccccc3c(=O)n2C)c2ccccc21 (stereo unspecified)	8.8%	·
O=C(NNC(=O)C1CC1c1ccccc1)Nc1ccccc1 (stereo unspecified)	-6.1%	-11.7
COCCNC(=O)/C(C#N)=C1\N=C(N)c2ccccc21	-2.4%	2.1
COCC1CCCN(Cc2cn(-c3ccccc3)nc2-c2ccc3c(c2)OCO3)C1 (stereo unspecified)	1.5%	-1.6
CCOP(=O)(Cc1ccc(C(=O)CC)o1)OCC	-0.3%	-5.7

Screening data as filed in PubChem BioAssay.
